Screens (PubChem BioAssay)
RTF Ca sens inh = cardiac RTF calcium sensitivity inhibitors, primary screen, biochemical, IANBD-TnC fluorescence, EC70 calcium; Troponin I, cardiac muscle (Homo sapiens) + Troponin T, cardiac muscle (Homo sapiens) + …; IANBD-labeled cardiac RTF, Ca2+ fluorescence; inhibition, % at 7.15 µM; hit rate 0.12% among 340,000; AID 493244, 2011;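 active means inhibition above the mean inhibition of all tested compounds plus 3 SD, cut at about 17% in these data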;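 further: assay run at fixed EC70 calcium of 1.6 mM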
CAL PDZ FP-1 = untagged CAL PDZ binding inhibitors, primary screen, biochemical, fluorescence polarization, HTS; Golgi-associated PDZ and coiled-coil motif-containing protein (Homo sapiens), Q9HD26; AID 602252, 2012; hit rate 0.92% among 300,000; inhibition, % at 24.9 µM; purified CAL PDZ, TMR-peptide fluorescence polarization, 1 h;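 active means mean inhibition of at least 30% with at least half of replicates also reaching 30%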;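 further: 0% = DMSO neutral control and 100% = excess unlabeled competitor peptide PRC23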
Pemphigus Ab inh = inhibitors of pemphigus antibody binding to DSG3, primary screen, biochemical, bead-based, flow cytometry, scFv-GFP | AID 588358, 2011 | hit rate 0.48% among 310,000 | Desmoglein-3 (Homo sapiens), P32926 | DSG3-coupled beads, scFv-anti-DSG3-GFP binding; hits give low values | binding (percent of control), % at 10 µM;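 active means binding more than 3 SD below its plate's average and above zero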;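 further: hits lower antibody fragment binding to DSG3; some compounds called inactive have numbers as strong as hits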
Keap1-Nrf2 PPI = Keap1-Nrf2 protein-protein interaction inhibitors, primary screen, biochemical, fluorescence polarization, single point. AID 504523, 2011. Keap1 Kelch-Nrf2 peptide fluorescence polarization, 1536-well. inhibition, % at 9.4 µM. hit rate 0.15% among 340,000. Kelch-like ECH-associated protein 1 (Homo sapiens), Q14145; in the data active means inhibition above about 12%;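 further: human Keap1 Kelch domain with fluorescein labeled Nrf2 9mer peptide probe; 0% = neutral control wells and 100% = peptide positive control; higher means more block of Keap1 binding to Nrf2 peptide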
LANA DNA inh = inhibitors of KSHV C-LANA binding to DNA, primary screen, biochemical, fluorescence polarization, FAM-LBS DNA, MBP-C-LANA, single point; Kaposi's sarcoma herpesvirus LANA C-terminal domain (residues 932-1162) DNA binding; inhibition, % at 9 µM; hit rate 0.078% among 340,000; AID 504423, 2011;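 active means highest replicate inhibition at or above 60% at 9 µM, even if other replicates fall short; inactive means all replicates below 60% inhibition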;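 further: 0% = neutral control wells and 100% = 4 µM acridine orange control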
Arrestin-AP2 inh = inhibitors of beta-arrestin/AP2 binding, primary screen, biochemical, GPCR trafficking, flow cytometry. FITC-arrestin peptide / GST-AP2 beads; AP2 beta2 appendage carries R879A mutation. inhibition, % at 10 µM. hit rate 0.31% among 340,000;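 active means inhibition above a set limit, near 3 SD of compounds lacking own fluorescence, cut at about 54% in these data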;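 further: plate controls were DMSO wells for no effect and 5 µM unlabelled arrestin peptide for full effect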
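System: GST-AP2 R879A glutathione beads | Also added: FITC-arrestin peptide, 50 nM | Times: 12 min plus 1 h, RT | Signal: Bead flow cytometry, FITC channel | Buffer or medium: PBS with 0.05% Tween 20 and 0.1% BSA | Read-out basis: Percent drop in bead-associated FITC signal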
V-ATPase pHluor = regulators of yeast V-ATPase proton pumping, primary screen, pHLuorin cytosolic pH fluorescence; response, % at 10 µM; hit rate 0.37% among 350,000; AID 504577, 2011; S. cerevisiae; in the data active means response mostly above about 7.3%, no sharp cut-off; inactive means mostly below about 5.4%; further: actives read high; inactives centre near 0; some compounds called inactive have numbers as strong as hits
DAGLB inh = DAGLB lipase inhibitors, primary screen, biochemical, fluorescence, HTS; AID 504411, 2011; inhibition, % at 5.17 µM; Diacylglycerol lipase-beta (Homo sapiens), Q8NCG7; HEK293T DAGLB membrane lysate, EnzChek fluorogenic substrate; hit rate 0.059% among 340,000; in the data active means inhibition above about 34%;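 further: 0% = enzyme with vehicle and 100% = wells lacking enzyme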
Target sequence (Q8NCG7 whole entry, looked up): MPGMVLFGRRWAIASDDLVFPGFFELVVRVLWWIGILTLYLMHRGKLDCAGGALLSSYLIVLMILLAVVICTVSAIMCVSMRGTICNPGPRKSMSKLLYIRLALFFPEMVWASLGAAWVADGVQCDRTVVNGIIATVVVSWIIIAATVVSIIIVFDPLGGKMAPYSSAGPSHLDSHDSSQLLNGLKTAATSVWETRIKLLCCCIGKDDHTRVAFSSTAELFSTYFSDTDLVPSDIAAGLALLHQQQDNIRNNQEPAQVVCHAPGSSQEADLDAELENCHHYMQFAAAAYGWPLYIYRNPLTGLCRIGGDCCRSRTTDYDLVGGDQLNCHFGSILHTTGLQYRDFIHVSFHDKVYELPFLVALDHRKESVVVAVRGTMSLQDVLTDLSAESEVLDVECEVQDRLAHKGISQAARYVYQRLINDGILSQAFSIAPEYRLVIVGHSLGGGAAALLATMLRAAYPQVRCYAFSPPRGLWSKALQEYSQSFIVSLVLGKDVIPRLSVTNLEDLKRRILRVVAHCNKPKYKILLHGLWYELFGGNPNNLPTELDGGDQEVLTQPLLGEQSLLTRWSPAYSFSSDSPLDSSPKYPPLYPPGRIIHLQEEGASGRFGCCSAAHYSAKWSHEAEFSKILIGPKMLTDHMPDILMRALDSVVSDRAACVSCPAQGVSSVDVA
CAL PDZ FP-2 = CAL PDZ peptide-binding inhibitors, primary screen, biochemical, fluorescence polarization, Cer-tagged CAL PDZ, HTS; Golgi-associated PDZ and coiled-coil motif-containing protein (Homo sapiens), Q9HD26; purified CAL PDZ, TMR-peptide fluorescence polarization, 1 h; inhibition, % at 20 µM; hit rate 0.02% among 330,000; AID 504414, 2011;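 active means highest replicate inhibition of at least 40%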;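 further: plate controls were DMSO neutral control wells for no effect and unlabeled competitor peptide control wells for full effect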
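Test system: tagged CAL PDZ domain / Buffer or medium: sodium phosphate/NaCl buffer pH 7.4 with TCEP, IgG, Thesit / Reagent: TMR-labelled reporter peptide T*-PRC34 bound in PDZ groove / Compound dosing: single point, 20 µM / Schedule: 1 h incubation at room temperature before polarization reading / Technique: fluorescence polarization (mP) / Benchmarks: unlabelled peptide, DMSO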
NSD2 HMT inh = NSD2 histone methyltransferase inhibitors, primary screen, biochemical, AlphaScreen, single concentration, set 2. hit rate 0.54% among 310,000. NSD2 peptide methylation, 120 min. AID 743445, 2014. inhibition, % at 12.5 µM; in the data active means inhibition above about 50%
Active calls of the source: *; x = no result given.

SMILES	RTF Ca sens inh	CAL PDZ FP-1	Pemphigus Ab inh	Keap1-Nrf2 PPI	LANA DNA inh	Arrestin-AP2 inh	V-ATPase pHluor	DAGLB inh	CAL PDZ FP-2	NSD2 HMT inh
O=S(=O)(NCC1(N2CCOCC2)CCCCC1)c1ccc(Cl)cc1C(F)(F)F	-8	-5	102	0	0.5	24	-1	-5	-0.1	-3
O=C(Cc1ccccc1)NN1C(=O)C2C3C=CC([C@@H]2C1=O)C31CC1 (stereo not given in full)	-26	-4	x	-5	0.0	x	5	3	-0.5	1
O=C(COc1cccc(NC(=O)c2cccc([N+](=O)[O-])c2)c1)c1ccc(Br)cc1	4	-3	107	-5	0.5	1	1	-3	-1.6	0
Cc1cn(C2CCCO2)c(=O)nc1N (stereo not given)	1	0	95	-2	-2.0	-9	-1	0	0.2	-1
CC(C)CCOC(=O)C(C)Sc1n[nH]c(=O)[nH]c1=O (stereo not given)	1	-1	105	-2	2.0	-13	-3	1	-2.0	x
Cc1ccnc(NC(=O)c2cccc(S(=O)(=O)NCc3ccccc3)c2)c1	-7	-4	102	4	1.6	-3	-2	-10	-2.4	-1
CCCCc1ccc(NC(=O)NCc2ccccn2)cc1	2	3	104	-2	2.0	-4	7	-1	1.2	-1
Cc1n[nH]c(=O)c2c(NC(=O)CSc3nc4ccccc4c(=O)n3C(C)C)oc(C)c12	-8	-15	111	-6	-2.3	-23	0	-1	-1.6	2
CC(C(=O)O)n1nnc2ccccc21 (stereo not given)	5	5	101	3	-1.2	0	-1	-1	0.1	3
COc1cccc2cc(C(=O)C3=C(O)C(=O)N(CCN4CCOCC4)C3c3ccc(Cl)cc3)oc12 (stereo not given)	-3	-3	116	-5	0.6	-7	1	0	0.2	6
COc1nc(-c2ccccc2)cc(C(F)(F)F)n1	-1	x	103	-3	1.7	27	-5	-3	-0.3	0
CCCn1c(N)c(C(=O)COC(=O)/C=C/c2ccc(OC(F)F)c(OC)c2)c(=O)[nH]c1=O	-5	8	117	-4	-1.6	-9	1	3	0.2	1
CCOC(=O)c1cc(C)sc1NC(=O)CN1CCN(C(=O)c2ccco2)CC1	-5	0	x	-1	0.9	1	4	1	-3.4	8
COc1ccccc1-c1coc2c(CN3C(C)CCCC3C)c(O)ccc2c1=O (stereo not given)	0	2	112	2	0.9	25	1	2	0.2	15
N#CC1=C(N)SC(C(=O)c2ccccc2)C1c1cccs1 (stereo not given)	10	-5	99	-4	-0.4	19	2	-1	-2.4	17
O=S(=O)(c1cccnc1)N1CCCC(Nc2ccc(F)c(F)c2)C1 (stereo not given)	x	x	104	x	x	x	1	-3	x	18
CN(C)c1ccc(N=Nc2cccc(F)c2)cc1	3	-2	62	-2	-0.2	24	0	23	-2.2	8
CN(CC(=O)Nc1ccccc1Cl)C(=O)CN1C(=O)C2CCCCC2C1=O (stereo not given)	8	2	102	-2	-0.6	2	3	0	-2.5	-2
O=S(=O)(Nc1nc2ccccc2nc1Cl)c1ccccc1C(F)(F)F	-14	1	112	-2	-0.7	-6	1	1	0.5	-2
Cc1cc(C)cc(N(C(C)C(=O)N2CCCC2)S(C)(=O)=O)c1 (stereo not given)	-4	x	116	-3	2.6	10	1	1	1.6	-1
COc1cc(/C=N/N2CCN(c3ccccc3OC)CC2)ccc1OC(C)=O	-10	x	97	-2	0.7	15	-2	-3	0.7	8
COc1ccc2nc(NNC(=O)c3cc(=O)c4ccccc4o3)sc2c1	-8	x	105	-8	1.0	27	0	11	0.6	x
CN(Cc1ccccc1)C(=O)c1[nH]cnc1C(=O)NCc1ccc(CNC(=O)OC(C)(C)C)cc1	-1	-1	101	-1	2.4	2	0	2	-1.4	x
C/C(CC(=O)Nc1ccc(Cl)cc1Cl)=N\NC(=O)C(=O)N1CCCC1	-5	-2	98	-1	-0.9	-10	-3	0	-2.0	0
CC(=O)Nc1ccc(OCc2ccccc2)cc1[N+](=O)[O-]	-5	0	x	1	-0.7	8	4	1	-0.2	1
O=C(O)C1Nc2c(C(F)(F)F)ccc(Cl)c2C2C=CCC12 (stereo not given)	-14	-1	103	1	4.5	2	-6	2	-0.3	17
Cc1cnc(C(=O)OCC(=O)Nc2c(Cl)cc(Cl)cc2Cl)cn1	-11	x	105	5	0.2	3	3	3	-2.0	-2
O=C(O)CCC(=O)NCCc1cccc(Cl)c1	-8	-3	99	0	0.7	1	0	-1	-0.3	-2
COc1ccccc1OCC(=O)Nc1ccc2c(c1)OCO2	-2	-6	108	1	0.8	15	0	-4	-2.4	1
COC(=O)C1(C)NC(c2ccc(F)cc2)C2C(=O)N(c3ccccc3)C(=O)C21 (stereo not given)	-3	-2	99	-2	0.2	14	3	-3	-1.4	-2
COc1ccc(-n2nnnc2-c2cnc3cc4c(cc3c2C)OCO4)cc1	0	-1	x	1	-2.2	30	x	3	-3.8	-3
CCCCNC(=O)COC(=O)c1ccc(NC(C)=O)cc1	-9	4	105	-4	1.4	-1	-4	2	0.0	-1
CCCOc1ccc(Oc2nc(-c3ccncc3)nc3ccccc23)cc1	-7	x	97	2	0.9	34	4	-3	0.2	-1
CC(=O)Nc1ccc(S(=O)(=O)N(C)CC(=O)NC2CCCC(C)C2C)cc1 (stereo not given)	0	-2	91	-5	-1.5	-2	-1	0	-1.4	11
CSCCC(NC(=O)c1ccc(Cl)cc1Cl)C(=O)OC(C)C(=O)NCc1ccco1 (stereo not given)	-8	-3	93	-6	0.6	-1	-2	2	-1.5	-2
CCC(C)NC(=O)c1cc(S(=O)(=O)N2CCCCC2)c[nH]1 (stereo not given)	-9	x	98	-5	1.1	24	0	-2	-0.8	x
CC(C1CC2CCC1C2)n1c(-c2cccs2)n[nH]c1=S (stereo not given)	-1	-2	88	-2	-0.8	-7	-6	5	-0.4	x
O=C(OCc1ccccc1)c1ccccc1	-5	2	97	-4	1.2	7	0	-7	-0.9	x
CCOC(=O)C1CCN(C(=O)c2ccc3snnc3c2)CC1	-7	-2	98	-4	-1.5	1	1	-1	x	-1
O=C(NNC(=O)C(O)(c1ccccc1)c1ccccc1)C1CC1	-4	4	102	2	0.9	47	-2	0	-0.1	1
CC(=O)NC(c1cccc([N+](=O)[O-])c1)c1c(OC(C)=O)ccc2ccccc12 (stereo not given)	-1	-2	86	0	-2.7	-2	3	-1	-1.7	2
O=C(Cn1ccc2ccccc2c1=O)NCCC(=O)N1CCN(c2ccccc2)CC1	-3	-10	105	-2	0.7	30	5	1	-0.2	1
Cc1c(Cl)c(C(=O)NC2CCCC2)nn1C	-3	0	96	1	1.4	0	1	0	-1.7	-6
CCOc1ccc(C(=O)N/N=C/c2cc(Cl)ccc2[N+](=O)[O-])cc1	3	-2	114	-3	-1.1	14	2	2	-2.7	-1
COc1ccccc1NC(=O)CSc1nnc(COc2ccc(Cl)cc2)o1	-7	0	93	-7	1.7	2	2	1	-2.0	-7
Clc1ccc(-c2nnc(-c3ccccc3Cl)o2)cc1	-4	x	101	0	0.3	23	-5	-20	-3.5	-1
CSc1ccccc1NC(=O)CN(C)S(=O)(=O)c1ccc(F)cc1	-3	3	108	-2	-0.3	3	-2	2	-2.4	-7
CCCn1c(SCC(=O)/C(C#N)=C(\C)N)n[nH]c1=O	-6	-4	102	0	0.6	6	-5	1	-0.3	0
COc1cc(C(=O)N(Cc2cc3cc(C)ccc3[nH]c2=O)CC2CCCO2)cc(OC)c1OC (stereo not given)	-9	4	104	5	0.9	22	-2	-1	x	-4
CN(C(=O)Cn1cc([N+](=O)[O-])ccc1=O)C1CCCCC1	-5	0	94	2	-0.6	-14	-3	2	-0.5	3
CN(C(=O)CSc1nc(-c2ccc(F)cc2)cs1)C1CCS(=O)(=O)C1 (stereo not given)	-8	-3	124	-3	-0.6	7	-1	-2	-3.0	-1
CC(C)CN(C(=O)COC(=O)c1c2c(nc3ccccc13)CCC2)c1c(N)n(Cc2ccccc2)c(=O)[nH]c1=O	-14	-4	96	-8	-2.4	-4	-3	10	-1.8	-3
CCC1Oc2ccc(C)cc2N(Cc2cccc(C)c2)C1=O (stereo not given)	-2	x	71	-3	0.8	25	-5	-8	-0.2	-3
Cc1nc(-n2nnc3ccccc32)c2c3c(sc2n1)CCCC3	-2	-5	99	5	-0.2	2	0	-10	x	-11
COc1ccccc1-c1cc(C(=O)N/N=C\c2cnn(C)c2C)c2ccccc2n1	4	1	114	-1	-0.2	10	0	0	-1.9	-2
CCO/C=C1\C(=O)N(c2ccc(OCC)cc2)C(=O)c2ccccc21	1	-1	99	1	0.6	27	-2	-2	0.6	9
O=C(COC(=O)Cn1cnc2ccccc21)Nc1cccc2c1C(=O)c1ccccc1C2=O	-59	-1	99	0	-0.4	8	-5	-1	0.5	1
CCOC(=O)C1CCN(Cc2cnc(Oc3ccc(Cl)cc3C)s2)CC1	1	-3	119	2	-1.1	5	-2	-5	-0.1	2
Cc1ccc2nnn(Cc3cccc(C(C)(C)C)c3O)c2c1	9	0	105	-1	3.2	0	0	-3	1.5	x

Reformatted with two lines to a compound: part of the list above
Results follow in this order: RTF Ca sens inh, CAL PDZ FP-1, Pemphigus Ab inh, Keap1-Nrf2 PPI, LANA DNA inh, Arrestin-AP2 inh, V-ATPase pHluor, DAGLB inh, CAL PDZ FP-2, NSD2 HMT inh
CN(C(=O)CSc1nc(-c2ccc(F)cc2)cs1)C1CCS(=O)(=O)C1 (stereo not given)
    -8, -3, 124, -3, -0.6, 7, -1, -2, -3.0, -1
CN(C(=O)Cn1cc([N+](=O)[O-])ccc1=O)C1CCCCC1
    -5, 0, 94, 2, -0.6, -14, -3, 2, -0.5, 3

A portion of the library. The share of hits here may be higher or lower than overall.
